Screening results (PubChem BioAssay)
Lipid storage S3: qHTS Assay for Lipid Storage Modulators in Drosophila S3 Cells | Drosophila S3 cells, BODIPY lipid droplet fluorescence, 18-24 h; cells fed with added oleic acid | Potency in µM for hits, for the others lipid storage change, negative = inhibition, % at the top dose, mostly 46.1 µM | hit rate 0.64% among 320,000 | AID 2685, 2010; active means well fitted inhibition curve with a large enough effect in the signal ratio, with a control signal flat, not every such curve was filed as active; inconclusive means small, poorly fitted or top-dose-only effect, or effect the other way, or a change in a side signal; the % refers to the signal ratio
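Drosophila S3 cells loaded with oleic acid (400 uM, as added) and compounds at several concentrations; lipid droplets imaged by 488-nm laser-scanning cytometry, 500–530 nm intensity and object ratio to cell channel. Percent activity normalized to 20 uM Triacsin C.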
Lipid storage S3 cell count max: second read-out of Lipid storage S3, no call of its own (marks repeat the call); cell number change, %; measured here: cell count max response;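 cells counted by Cell Tracker Red CMTPX staining in the red channel; peak over a dose series mostly up to 46.1 µM; percent activity relative to internal control wells on each plate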
The depositor's hits bear a star; i = inactive; ? = inconclusive; . = no result given. On the % scale 0 is the no-effect control and ±100 the full control effect; potency means the concentration at half of the fitted maximal effect.

SMILES | Lipid storage S3 | Lipid storage S3 cell count max
CCN(CC)CCNc1nc(-c2ccccc2)c2c(c1C#N)CC(C)(C)OC2 | ? | .
Cc1ccc(NC(=O)C2CCCN(S(=O)(=O)c3ccc4[nH]c(=O)ccc4c3)C2)c(C)c1 (configuration not stated) | -3% | -3
O=C(CSc1nc2ccccc2c(=O)n1-c1ccccc1)N1CCN(CCO)CC1 | ? | .
Cc1cc(NC(=O)c2ccc(-c3ccc(F)c(Cl)c3)o2)no1 | ? | .
C=CCN1/C(=C(\C#N)C2=NS(=O)(=O)c3ccccc32)N(C)c2ccccc21 | ? | .
Oc1ccc(/C=N/NC(=S)NCC2CCCO2)cc1 (configuration not stated) | ? | .
CCOC(=O)N1CCN(S(=O)(=O)c2ccc(C(=O)Nc3sc4c(c3C(N)=O)CCN(CC)C4)cc2)CC1 | ? | .
Cc1cc(NS(=O)(=O)c2ccc(NC(=O)CCCOc3cccc(C)c3C)cc2)no1 | ? | .
OC12CCCCC1C(c1ccc3c(c1)OCO3)N(Cc1ccccc1F)CC2 (configuration not stated) | ? | .
CC(C)Cn1c2nc3ccccc3nc2c2c(=O)n(CCN3CCOCC3)cnc21 | ? | .
CCCCC(=O)Nc1ccc(C(=O)NN2C(=O)c3ccccc3C2=O)cc1 | i | .
N#Cc1c(SCc2ccccc2)nc(N2CCOCC2)c2c1CCCC2 | ? | .
CCOc1ccc(C(=O)C(C)OC(=O)Cn2[nH]c(=O)c3ccccc3c2=O)cc1 (configuration not stated) | ? | .
O=C(CSc1nccn(-c2ccc(Br)cc2)c1=O)NC1CCCC1 | ? | .
COc1ccc(C2C(=O)c3ccccc3C2=O)cc1 | ? | .
COc1cc(NC(=S)N2CCN(S(=O)(=O)c3ccccc3)CC2)cc(OC)c1 | ? | .
CC(=O)c1ccc(N2CCN(C(=O)C3CCCN(c4ncnc5c4nc4n5CCCCC4)C3)CC2)cc1 (configuration not stated) | ? | .
O=C(NCc1ccccc1)N1CCOCC1 | 5% | 6
c1ccc(OCCSc2nc3ccccc3o2)cc1 | 12% | -5
CCc1ccc(NC(=O)C2CCCN(S(=O)(=O)c3cccs3)C2)cc1 (configuration not stated) | ? | .
CCSc1cc(N2CCOCC2)nc(-c2ccc(Cl)cc2)n1 | 3% | 16
COc1ccc(/C=N/N2CCN(c3ccc(Cl)cc3)CC2)cc1 | i | 10
Cc1cc(C(=O)NCc2cccs2)nn1C | -2% | 17
COC(=O)c1ccccc1NC(=O)c1ccc(COc2ccc3c(c2)CCC3)cc1 | 2% | 2
Cc1cc2[nH]ncc2cc1NC(=S)NC(=O)c1ccccc1 | 10% | 8
CCOc1ccccc1CN1CCNC(=O)C1CC(=O)NC1CCCCC1 (configuration not stated) | ? | .
COc1ccc(S(=O)(=O)N(CC(=O)NCc2ccco2)c2ccc(C)cc2)cc1OC | ? | .
Cc1cc(N2CCN(c3ccccc3)CC2)nc(-c2ccccc2O)n1 | 7% | 2
CN(C)c1ccc(N2C(=NC(=O)CCC3CCCC3)SC3CS(=O)(=O)CC32)cc1 (configuration not stated) | ? | .
CCn1c(=NC(=O)CSC(C)=O)sc2cc(OC)ccc21 | 7% | -1
CSc1nc2oc3c(c2c2nncn12)CC(C)(C)SC3 | -2% | -10
CCOC(=O)N1CC=C2C(C#N)=C(N)C(C#N)(C#N)[C@H](c3ccc(OC(C)C)c(OCC)c3)[C@H]2C1 | i | -24
COc1ccc(NC(=O)CSc2nc(N)c3cc4c(nc3n2)CCCC4)cc1 | ? | .
CC1(c2ccncc2)Nc2ccccc2-c2nc3ccccc3n21 (configuration not stated) | ? | .
O=C(NCCc1ccccc1Cl)C1CCC(=O)N(C2CCCCCC2)C1 (configuration not stated) | ? | .
COc1ccc(C2=NOC(CN3C(=O)c4ccccc4S3(=O)=O)C2)cc1 (configuration not stated) | 16% | -3
CCOC(=O)C1CCN(C(=O)c2c(-c3c(F)cccc3Cl)noc2C)CC1 | ? | .
Cc1ccc(-c2nn(CC(=O)NCC3CCCO3)c(=O)c3ccccc23)cc1 (configuration not stated) | ? | .
Cc1c(CCO)c(=O)[nH]n1S(=O)(=O)c1ccc(F)cc1 | 8% | 7
Cn1c(=O)c2c(ncn2CC(=O)OCC(=O)c2ccc(F)c(F)c2)n(C)c1=O | -14% | .

Brought forward from above: two entries, then new ones.
SMILES | Lipid storage S3 | Lipid storage S3 cell count max
Cc1c(CCO)c(=O)[nH]n1S(=O)(=O)c1ccc(F)cc1 | 8% | 7
Cn1c(=O)c2c(ncn2CC(=O)OCC(=O)c2ccc(F)c(F)c2)n(C)c1=O | -14% | .
CCCn1cc(CN2CCC(Oc3ccc(C(=O)N4CCCC4)cc3)CC2)c(C)n1 | ? | .
[O-]C1=N/[N+](=C/c2ccccc2Cl)CC1 | ? | .
Cc1cccc(OCCn2nnc3ccccc32)c1C | ? | .
O=C(CN1CCN(c2ccccc2F)CC1)c1c[nH]c2ccc(F)cc12 | i | 6
COC(=O)c1cc(-c2ccc(C)cc2)n[nH]1 | 18% | 3
O=C(O)C1C2CCC(O2)C1C(=O)NCCC1=CCCCC1 (configuration not stated) | ? | .
C=C(Br)Cn1cnc2ccccc21 | 5% | 2
Cc1ccsc1C(=O)c1sccc1C | ? | .
O=C(NCc1ccncc1)c1ccc(N2CCCC2)c([N+](=O)[O-])c1 | ? | .
N#Cc1cc2cc3c(cc2nc1SCC(=O)OC1CCCCC1)OCO3 | ? | .
Cc1ccc(NC(=S)Nc2ccc(F)cc2)cc1C | i | -19
CN(C(=O)COc1cc(C(F)(F)F)nn1C)c1ccccc1 | 13% | 9
Cn1nccc1NC(=O)Nc1ccc(Cl)cc1 | ? | .
O=C(CSc1nnnn1-c1ccccc1)N1CCc2ccccc21 | ? | .
CS(=O)(=O)N1N=C(c2ccc3nccnc3c2)CC1c1ccccc1 (configuration not stated) | ? | .
CN(CC(=O)Nc1c(Cl)cccc1Cl)C(=O)Cc1cccs1 | 4% | -11
CN(C)S(=O)(=O)c1cccc(NC(=O)c2cc3c(cc2Cl)N2CCCCCC2=NS3(=O)=O)c1 | 1% | -3
O=C1c2ccc([N+](=O)[O-])cc2C(=O)N1CNc1ccccn1 | 0% | 10
O=C(Nc1nccs1)c1ccc([N+](=O)[O-])cc1Cl | 23% | -8
CC(C)C1N=C2c3ccccc3N=C(SCC(=O)c3ccc(O)c(O)c3)N2C1=O (configuration not stated) | 7% | 8
O=C(Nc1ccc(NC(=O)C2CCCCC2)nc1)c1cccs1 | ? | .
O=C(OCC(=O)N1CCN(c2ccccc2)CC1)c1ncc(Cl)c(Cl)c1Cl | -16% | -13
Nc1cc(N)nc(SCc2ccc(Cl)cc2)n1 | 19% | -16
CCCCN(CCCC)S(=O)(=O)c1c(C)[nH]c(=O)[nH]c1=O | -4% | 1
NC(=O)CSc1ncc(-c2ccccc2)[nH]1 | ? | .
O=C1CCc2cc(S(=O)(=O)NC(C(=O)N3CCN(c4ccccn4)CC3)c3ccccc3)ccc2N1 (configuration not stated) | -1% | -12
Cc1nc(SCc2ccc(O)c([N+](=O)[O-])c2)n[nH]1 | 3% | -8
Cc1ccc(-c2n[nH]c3c2CCC3)cc1 | ? | .
Cc1ccc(NC(=O)CSc2nc3ccccc3nc2N2CCOCC2)cc1 | ? | .
CCC(=O)N1CCc2cc(S(=O)(=O)N3CCCC3)ccc21 | i | 11
CC1CCCC(C)N1CCCNC(=O)CCn1c(=O)c2cccn2c2cccnc21 (configuration not stated) | i | 2
CCCNC(=O)C1=C(C)C(=O)OC12CCC(C)CC2 (configuration not stated) | 16% | -10
Cc1sc2ncn(CC(=O)Nc3c(F)cccc3F)c(=O)c2c1S(=O)(=O)N1CCC(C)CC1 | 5% | 7
COC(=O)c1ccccc1NC(=O)CSCC(=O)Nc1ccccc1OC | -23% | 2
CCC1CC(CSC(=N)N)OC1=O (configuration not stated) | -6% | 9
CN(C)S(=O)(=O)c1ccc(Cl)c(NC(=O)COC(=O)/C=C/c2ccc3ccccc3n2)c1 | 3% | -15
O=c1[nH]c2ccc(S(=O)(=O)N3CCC(Cc4ccccc4)CC3)cc2o1 | -1% | -13
CCc1nc2scc(-c3ccc(C)cc3)c2c(=O)n1N | ? | .
CN(C)S(=O)(=O)N1CCN(S(=O)(=O)c2ccc(F)cc2)CC1 | -26% | -1
COc1ccc(OCCN(C)CC(=O)Nc2c(C)cccc2C)cc1 | 8% | 5

A draw from above in order of number of heavy atoms, low to high.
SMILES | Lipid storage S3 | Lipid storage S3 cell count max
CCC1CC(CSC(=N)N)OC1=O (configuration not stated) | -6% | 9
Cc1ccc(-c2n[nH]c3c2CCC3)cc1 | ? | .
NC(=O)CSc1ncc(-c2ccccc2)[nH]1 | ? | .
Nc1cc(N)nc(SCc2ccc(Cl)cc2)n1 | 19% | -16
O=C(Nc1nccs1)c1ccc([N+](=O)[O-])cc1Cl | 23% | -8
CCCNC(=O)C1=C(C)C(=O)OC12CCC(C)CC2 (configuration not stated) | 16% | -10
CCc1nc2scc(-c3ccc(C)cc3)c2c(=O)n1N | ? | .
CCC(=O)N1CCc2cc(S(=O)(=O)N3CCCC3)ccc21 | i | 11
CN(C)S(=O)(=O)N1CCN(S(=O)(=O)c2ccc(F)cc2)CC1 | -26% | -1
O=C(Nc1ccc(NC(=O)C2CCCCC2)nc1)c1cccs1 | ? | .
COc1ccc(OCCN(C)CC(=O)Nc2c(C)cccc2C)cc1 | 8% | 5
O=c1[nH]c2ccc(S(=O)(=O)N3CCC(Cc4ccccc4)CC3)cc2o1 | -1% | -13
O=C(OCC(=O)N1CCN(c2ccccc2)CC1)c1ncc(Cl)c(Cl)c1Cl | -16% | -13
Cc1ccc(NC(=O)CSc2nc3ccccc3nc2N2CCOCC2)cc1 | ? | .
CC(C)C1N=C2c3ccccc3N=C(SCC(=O)c3ccc(O)c(O)c3)N2C1=O (configuration not stated) | 7% | 8
CC1CCCC(C)N1CCCNC(=O)CCn1c(=O)c2cccn2c2cccnc21 (configuration not stated) | i | 2
CN(C)S(=O)(=O)c1ccc(Cl)c(NC(=O)COC(=O)/C=C/c2ccc3ccccc3n2)c1 | 3% | -15
Cc1sc2ncn(CC(=O)Nc3c(F)cccc3F)c(=O)c2c1S(=O)(=O)N1CCC(C)CC1 | 5% | 7
O=C1CCc2cc(S(=O)(=O)NC(C(=O)N3CCN(c4ccccn4)CC3)c3ccccc3)ccc2N1 (configuration not stated) | -1% | -12

Next section:
SMILES | Lipid storage S3 | Lipid storage S3 cell count max
CC(C)Sc1n[nH]c(=O)n1-c1cccc(C(F)(F)F)c1 | -12% | -4
COc1ccccc1NC(=O)COc1ccc(Br)cc1CNC1CCCC1 | -29% | 11
CC(C)=CCC(C)(C)C1OCCN1C(=O)c1ccccc1 (configuration not stated) | ? | .
C=CCN1C(=O)C(Cc2ccccc2)S/C1=N/N=C/c1cccs1 (configuration not stated) | ? | .
CCC(CC)NC(=O)CO/N=C/c1ccccc1OC(F)F | ? | .
COc1ccc(NC(=O)CCC(=O)Nc2nnc(C(C)C)s2)cc1Cl | -24% | 0
Cc1nn(C(C)C(=O)N2CCOCC2)c(C)c1[N+](=O)[O-] (configuration not stated) | 7% | -2
O=C(Nc1nc(-c2ccc3c(c2)Cc2ccccc2-3)cs1)c1ccccc1 | ? | .
Cc1cnc(CN(C)C(=O)c2ccc3oc(Cc4ccccc4)nc3c2)[nH]1 | ? | .
C/C(N)=C(/C#N)C(=O)CSc1cc(C)c2ccccc2n1 | ? | .
COc1ccc(CCNC(=O)c2noc3c2CCCC3)cc1OC | ? | .
COc1ccc(N(CC(=O)Nc2cccnc2)S(=O)(=O)c2ccccc2)cc1Cl | i | 3
N#C/C(C(=O)N1CCOCC1)=C1\Nc2ccccc2S1 | i | .
CN(NC(=O)CN1C(=O)c2ccccc2C1=O)C1=NS(=O)(=O)c2ccccc21 | ? | .
Cc1cccc(N2CN(Cc3cccnc3)CNC2=S)c1 | 14% | 2
CC(=O)NC(c1ccc(C)cc1)c1cc(Cl)c2cccnc2c1O (configuration not stated) | ? | .
c1ccc(CSc2nncn2-c2ccccn2)cc1 | 20% | -14
C=CCSC1=C(C#N)C(c2ccccc2OC)CC(=O)N1 (configuration not stated) | ? | .
Cc1ccc(CNC(=O)COC(=O)CCCOc2ccc(Cl)cc2Cl)cc1 | ? | .
COCCNC(=S)NCCc1ccc(Cl)cc1Cl | ? | .
CCN(CC)C(=O)c1nn(Cc2ccccc2)c(=O)c2ccccc12 | ? | .
CCOC(=O)C1CCCN(C(=O)c2sc3nc(-c4ccccc4)cn3c2C)C1 (configuration not stated) | ? | .
CSc1ccccc1NC(=O)CN(Cc1ccccc1)S(C)(=O)=O | i | .
O=C1CN(C(=O)CSc2nc3ccccc3c(=O)n2CCCN2CCOCC2)c2ccccc2N1 | 6% | -4
CC(NC(=O)Cn1cccc1)c1ccccc1 (configuration not stated) | ? | .
CC1CN(C(=O)C(C)N2CCN(c3ccccc3Cl)CC2)CC(C)O1 (configuration not stated) | ? | .
O=C(CCSc1ccccc1)N1CCN(c2ccccc2F)CC1 | -5% | 8
O=C(CCCOc1ccc(Br)cc1)NCCc1ccc(OC(F)F)cc1 | i | .
CC1C2(C)OC(=N)C(C#N)(C(C)O2)C1(C#N)C#N (configuration not stated) | ? | .
C=CCn1c(SCC(=O)c2cccs2)nc2sc(CC)cc2c1=O | ? | .
O=C(COc1ccc(Br)cc1Cl)N1CCN(c2ncccn2)CC1 | ? | .
Cc1cc(C)nc(NS(=O)(=O)c2ccc(NC(=O)c3ccc4c(c3)OCO4)cc2)n1 | 10% | .
Cn1nc(CC(=O)NCc2ccc(F)cc2)c2ccccc2c1=O | ? | .
O=C(CCCc1ccccc1)NCCN1CCOCC1 | ? | .
CCNC(=S)Nc1cc(C(=O)N2CCCC2)ccc1N1CCCC1 | ? | .
O=C(Nc1ccc2snnc2c1)N1CCCCC1 | -17% | 12
CCOC(=O)Cn1cc(C=O)c2ccccc21 | ? | .

The list is partial. The share of hits here may be higher or lower than overall.
